CAL PDZ FP-1: blocks peptide binding to human CAL PDZ domain | purified CAL PDZ, TMR-peptide fluorescence polarization, 1 h | inhibition, % at 20 µM | 0.02% of 330,000 active | AID 504414;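 active means highest replicate inhibition of at least 40%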;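 further: plate controls were DMSO neutral control wells for no effect and unlabeled competitor peptide control wells for full effect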
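Assay system – tagged CAL PDZ protein CerCALP, purified · Timing – 1 h at RT · Compound – single point, 20 µM · Measured by – fluorescence polarization from S- and P-plane intensities, G-factor corrected · Evaluation – inhibition from polarization loss · Probe or stimulus – TMR reporter peptide T*-PRC34 · Buffer or medium – pH 7.4 phosphate-saline buffer, reducing agent, detergent, IgG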
Arrestin-AP2 inh: blocks beta-arrestin peptide binding to AP2 adaptin; FITC-arrestin peptide / GST-AP2 beads, flow cytometry; AP2 beta2 appendage carries R879A mutation; inhibition, % at 10 µM; 0.31% of 340,000 active; AID 504490;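 active means inhibition above a set limit, near 3 SD of compounds lacking own fluorescence, cut at about 54% in these data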;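 further: plate controls were DMSO wells for no effect and 5 µM unlabelled arrestin peptide for full effect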
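Assay system: GST-AP2 R879A bound to glutathione beads, E. coli-expressed; Medium: PBS with 0.05% Tween 20 and 0.1% BSA; Also added: fluorescein-tagged arrestin peptide at 50 nM final; Timing: 12 min plus 1 h, RT; Measured by: flow cytometry, FL1 (488/535 nm); Evaluation: percent drop in bead-associated FITC signal.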
V-ATPase pHluor: regulators of yeast V-ATPase proton transport; S. cerevisiae, pHLuorin cytosolic pH fluorescence; response, % at 10 µM; 0.37% of 350,000 active; AID 504577; in the data active means response mostly above about 7.3%, no sharp cut-off; inactive means mostly below about 5.4%; further: actives read high; inactives centre near 0; some compounds called inactive have numbers as strong as hits; reference of the scale not given here
Pemphigus Ab inh: inhibitors of pemphigus antibody binding to human desmoglein-3. AID 588358. DSG3-coupled beads, scFv-anti-DSG3-GFP binding, flow cytometry; stronger effect = lower value. 0.48% of 310,000 active. P32926. binding (percent of control), % at 10 µM;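 active means binding more than 3 SD below its plate's average and above zero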;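 further: hits lower antibody fragment binding to DSG3; some compounds called inactive have numbers as strong as hits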
Target sequence (P32926 whole entry, looked up, the tested form may be a part): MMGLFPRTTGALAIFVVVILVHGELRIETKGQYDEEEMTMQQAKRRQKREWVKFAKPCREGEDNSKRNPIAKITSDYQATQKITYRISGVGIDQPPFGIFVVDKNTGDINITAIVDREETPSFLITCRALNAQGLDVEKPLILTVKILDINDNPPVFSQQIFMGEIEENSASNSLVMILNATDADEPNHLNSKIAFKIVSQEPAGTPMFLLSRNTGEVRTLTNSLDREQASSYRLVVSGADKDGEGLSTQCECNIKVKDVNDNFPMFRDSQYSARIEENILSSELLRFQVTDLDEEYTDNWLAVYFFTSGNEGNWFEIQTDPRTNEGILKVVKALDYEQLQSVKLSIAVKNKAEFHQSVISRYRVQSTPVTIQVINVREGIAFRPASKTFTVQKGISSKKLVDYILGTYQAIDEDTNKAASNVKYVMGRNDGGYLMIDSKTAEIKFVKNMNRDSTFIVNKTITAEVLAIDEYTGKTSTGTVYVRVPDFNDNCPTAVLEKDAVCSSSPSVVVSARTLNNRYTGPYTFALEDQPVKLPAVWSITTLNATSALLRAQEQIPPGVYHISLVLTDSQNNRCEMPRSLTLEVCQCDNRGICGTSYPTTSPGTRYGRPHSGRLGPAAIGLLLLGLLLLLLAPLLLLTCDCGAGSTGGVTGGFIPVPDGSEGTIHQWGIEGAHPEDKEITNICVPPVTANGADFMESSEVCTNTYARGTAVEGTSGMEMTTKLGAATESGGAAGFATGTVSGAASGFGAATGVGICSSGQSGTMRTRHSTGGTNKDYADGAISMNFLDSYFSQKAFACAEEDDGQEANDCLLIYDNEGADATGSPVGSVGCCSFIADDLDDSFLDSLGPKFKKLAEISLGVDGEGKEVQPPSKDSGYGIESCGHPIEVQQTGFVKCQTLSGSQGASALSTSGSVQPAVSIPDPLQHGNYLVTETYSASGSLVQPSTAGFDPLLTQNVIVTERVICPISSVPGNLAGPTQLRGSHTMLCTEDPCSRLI
NSD2 inh: blocks human histone methyltransferase NSD2. NSD2 peptide methylation, AlphaScreen, 120 min. inhibition, % at 12.5 µM. 0.54% of 310,000 active; in the data active means inhibition above about 50%
RTF Ca sens inh: cardiac RTF calcium desensitization. P19429+P45379. 0.12% of 340,000 active. inhibition, % at 7.15 µM. IANBD-labeled cardiac RTF, Ca2+ fluorescence;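 active means inhibition above the mean inhibition of all tested compounds plus 3 SD, cut at about 17% in these data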;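 further: assay run at fixed EC70 calcium of 1.6 mM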
DAGLB inhibitor: blocks human DAGLB lipase activity. HEK293T DAGLB membrane lysate, EnzChek fluorogenic substrate. inhibition, % at 5.17 µM. 0.059% of 340,000 active. AID 504411; in the data active means inhibition above about 34%;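 further: 0% = enzyme with vehicle and 100% = wells lacking enzyme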
Keap1 Nrf2 FP: inhibitors of human Keap1-Nrf2 protein-protein interaction. Keap1 Kelch-Nrf2 peptide fluorescence polarization, 1536-well. inhibition, % at 9.4 µM. 0.15% of 340,000 active. AID 504523; in the data active means inhibition above about 12%;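 further: human Keap1 Kelch domain with fluorescein labeled Nrf2 9mer peptide probe; 0% = neutral control wells and 100% = peptide positive control; higher means more block of Keap1 binding to Nrf2 peptide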
LANA DNA inh: KSHV C-LANA DNA binding inhibition. MBP-C-LANA/FAM-LBS DNA binding, fluorescence polarization. inhibition, % at 9 µM. 0.078% of 340,000 active. AID 504423;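 active means highest replicate inhibition at or above 60% at 9 µM, even if other replicates fall short; inactive means all replicates below 60% inhibition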;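 further: 0% = neutral control wells and 100% = 4 µM acridine orange control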
CAL PDZ FP-2: CAL PDZ (human) peptide binding inhibition. inhibition, % at 24.9 µM. Q9HD26. purified CAL PDZ, TMR-peptide fluorescence polarization, 1 h. AID 602252. 0.92% of 300,000 active;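 active means mean inhibition of at least 30% with at least half of replicates also reaching 30%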;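 further: 0% = DMSO neutral control and 100% = excess unlabeled competitor peptide PRC23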
Numbers without * were called inactive; x = no result given.

SMILES | CAL PDZ FP-1 | Arrestin-AP2 inh | V-ATPase pHluor | Pemphigus Ab inh | NSD2 inh | RTF Ca sens inh | DAGLB inhibitor | Keap1 Nrf2 FP | LANA DNA inh | CAL PDZ FP-2
Cc1csc2nc(O)c(C(=O)NCC3CCCO3)c(=O)n12 (configuration not stated) | -1.9 | 4 | 1 | 105 | 0 | -4 | 3 | -3 | 0.8 | -1
COc1ccccc1NC(=O)COC(=O)CNC(=O)C1CCCCC1 | -0.9 | 36 | 4 | 91 | -2 | 3 | 0 | 0 | -1.4 | -2
Cc1ccc(NC(=O)CSc2nc3ccccc3c3nc(CCc4c(C)n[nH]c4C)nn23)cc1F | -3.1 | 10 | -2 | 96 | -2 | 0 | -1 | -3 | -0.1 | -4
CC(C)NC(=O)CC1(C(=O)NCc2ccc(Cl)cc2)CCCC1 | 0.2 | 5 | -5 | 94 | 2 | -4 | -1 | 2 | 0.3 | -3
Cn1c(CCNC(=O)OC(C)(C)C)n[nH]c1=S | -1.2 | 0 | -6 | 105 | 4 | -6 | 1 | -6 | 1.5 | -3
CN(CC(=O)Nc1ccccc1F)CC(=O)Nc1ccccc1Br | -0.1 | 15 | 5 | 112 | -3 | -7 | 1 | -3 | -1.4 | 1
CN(C)c1nc2c(c(=O)[nH]c(=O)n2C)n1CCOc1ccccc1 | -0.3 | 2 | 6 | 112 | 0 | -5 | 0 | -1 | 1.0 | x
O=C(CCc1nnc(COc2ccccc2)o1)NCc1ccccc1C(F)(F)F | -1.3 | 2 | 5 | 102 | 3 | -6 | 0 | 0 | -1.3 | 2
O=C(CCN1C(=O)c2ccc([N+](=O)[O-])cc2C1=O)Nc1ccccc1C(=O)O | -2.4 | -1 | -1 | 96 | 1 | -4 | 1 | -3 | 0.3 | -2
O=C(Nc1ccnn1C1CCN(C2CCC2)CC1)c1cccc(F)c1 | -1.2 | -7 | -1 | x | -8 | -3 | -1 | 0 | -0.2 | -11
COc1ccc(N2CCN(C3CCCN(Cc4ccc(F)c(F)c4)C3)CC2)cc1 (configuration not stated) | -0.2 | 2 | 0 | 96 | 9 | -2 | -1 | -1 | -3.5 | 0
CN(CC(=O)Nc1ccccc1F)S(=O)(=O)c1ccc2c(c1)n(C)c(=O)c(=O)n2C | -0.3 | 8 | 1 | 99 | x | -12 | -1 | -3 | 0.0 | -1
O=C(NCc1cccnc1)C(=O)NCC1OCCCN1S(=O)(=O)c1ccccc1 (configuration not stated) | -1.2 | -3 | 0 | x | -3 | 3 | 3 | 4 | 2.0 | -1
OCC1(CCOc2ccccc2)CCN(Cc2ccc(OC(F)F)cc2)CC1 | -15 | 10 | 12 | 108 | 0 | -5 | -7 | 1 | 0.8 | 1
CC(=O)Nc1ccc(NC(=O)CSc2nnc(-c3cccs3)n2C)cc1 | -0.6 | 18 | -3 | 109 | -3 | -14 | -2 | 2 | 1.2 | -5

(more compounds)
SMILES | CAL PDZ FP-1 | Arrestin-AP2 inh | V-ATPase pHluor | Pemphigus Ab inh | NSD2 inh | RTF Ca sens inh | DAGLB inhibitor | Keap1 Nrf2 FP | LANA DNA inh | CAL PDZ FP-2
N#Cc1ccc(CN2CCN(CC(=O)NCCc3ccc(Cl)cc3Cl)CC2)cc1 | -4.8 | -10 | -1 | 109 | 7 | -6 | 3 | -3 | -1.1 | -2
CNc1nc(OCC(F)(F)F)nc(N2CCOCC2)n1 | 1.0 | 0 | 0 | 102 | 0 | -2 | -1 | -2 | -0.5 | 0
COc1cc(C(=O)N=c2sc3c(C)ccc(OC)c3n2C)cc(OC)c1OC | -1.6 | -1 | -2 | 97 | -20 | 1 | -3 | 3 | -0.1 | 4
CCCNC(=O)c1ccccc1NC(=O)c1ccccc1N(C)S(C)(=O)=O | -1.1 | -1 | 1 | 98 | 0 | -7 | -2 | -3 | -0.9 | 1
COc1cccc2cc(-c3cn4cccc(C)c4n3)c(=O)oc12 | -1.6 | 27 | -7 | 106 | -1 | 11 | 0 | 1 | -1.0 | -14
CN1C(=O)CC(C(=O)O)SC1=Nc1ccc(F)cc1 (configuration not stated) | -3.0 | 8 | 6 | 101 | -1 | 1 | 0 | -3 | -1.5 | x
Cc1cccc(C)c1NC(=O)C1(NC(=O)C2CCCN2C(=O)OC(C)(C)C)CCCCC1 (configuration not stated) | -1.4 | 4 | 0 | 102 | 1 | -7 | -1 | 5 | 0.1 | x
COC(C[C@@H](O)C[C@H](O)[C@H](C)OCc1ccccc1)OC | 0.3 | -3 | -1 | 106 | x | -9 | -3 | -5 | 0.7 | -1
Cc1ccc(CNC(=O)c2ccc(N3CCC4(CC3)CC(c3cccc(Br)c3)=NO4)c(NC(=O)c3c(Cl)cccc3Cl)c2)cc1 | -0.8 | 2 | 1 | 98 | x | -11 | 0 | 0 | -1.9 | 8
CCOC(=O)N1CCC(NC(=O)c2ccc(CS(=O)(=O)c3ccc(OC)cc3)o2)CC1 | -1.3 | 3 | -2 | 101 | x | -7 | -4 | 5 | 3.0 | x
O=C(COC(=O)CCc1ccc(S(=O)(=O)N2CCCCC2)cc1)Nc1ccc2c(c1)OCO2 | -0.2 | -4 | -5 | 104 | 0 | 1 | -1 | -4 | 0.6 | 4
CC1(C)NC(C)(C)C(O)(C(N)=O)C1=O (configuration not stated) | -0.4 | 1 | 5 | 100 | -4 | 7 | 2 | 5 | -0.1 | 1
NS(=O)(=O)c1ccc(N2CCN(CCOc3ccc(Cl)cc3)CC2)nc1 | -0.3 | 26 | -4 | x | 5 | 11 | -3 | -2 | -3.0 | x
Cc1cc(/C=C(\C#N)C(=O)NCCc2c[nH]c3ccccc23)c(C)n1C | -2.1 | 17 | 1 | 100 | 2 | 9 | -1 | -1 | -1.2 | -4
CCN(c1ccccc1)S(=O)(=O)c1ccc(N2CCN(c3ccc(O)cc3)CC2)nc1 | -0.5 | 18 | 0 | x | -2 | 3 | 3 | 1 | 3.1 | 0

(list continues)
SMILES | CAL PDZ FP-1 | Arrestin-AP2 inh | V-ATPase pHluor | Pemphigus Ab inh | NSD2 inh | RTF Ca sens inh | DAGLB inhibitor | Keap1 Nrf2 FP | LANA DNA inh | CAL PDZ FP-2
O=C(O)CSc1nc(C(F)(F)F)cc(=O)n1-c1ccccc1 | x | 3 | 2 | x | 1 | 13 | 3 | -3 | -1.8 | -3
O=C(CN1CCOCC1)Nc1nc2cc([N+](=O)[O-])ccc2s1 | -2.4 | 0 | -1 | x | -3 | -5 | 3 | -3 | -3.2 | -4
COc1ccc(NC(=O)CN2C(=O)NC(C)(C3CCCCC3)C2=O)c(OC)c1 (configuration not stated) | 0.5 | 0 | 1 | 98 | -2 | 2 | 1 | -2 | 1.1 | -3
O=C(NCCCn1ccnc1)/C(=C\c1ccccc1F)NC(=O)c1ccccc1 | -2.0 | -6 | 1 | 97 | 4 | -6 | 1 | 2 | 0.2 | 4
O=C(NN=Cc1cccc2ccccc12)C(=O)NN=Cc1cccc2ccccc12 | -1.6 | 8 | -4 | x | -3 | 4 | 0 | -6 | 0.8 | -7
CC(NC(=O)c1ccc(Br)cc1Br)c1ccccc1 (configuration not stated) | -0.3 | -8 | 0 | 99 | -3 | x | x | -2 | 0.1 | 1
CN(C)c1nc(N2CCOCC2)nc(N(c2ccccc2)c2ccccc2)n1 | -0.3 | 2 | -2 | 99 | 1 | 3 | 0 | 2 | 0.4 | -2
C[C@H](CO)N1C[C@H](C)[C@@H](CN(C)S(=O)(=O)c2ccc(F)cc2)Oc2ccc(NC(=O)C3CC3)cc2C1=O | 0.5 | 7 | 1 | 104 | x | -1 | -2 | -3 | 0.8 | 2
C=CCN1C(=O)c2ccc(C(=O)N3CCN(S(=O)(=O)c4cc(C)ccc4C)CC3)cc2C1=O | -1.8 | 7 | 2 | 102 | 0 | 9 | 1 | -3 | 4.1 | 2
O=C(N1CCOCC1)C12CC3CC(C1)CC(C(=O)N1CCOCC1)(C3)C2 | 0.2 | -2 | 8 | x | -3 | -20 | -1 | -1 | -1.5 | -2
Cc1cccc(C)c1OCCN1CCCC1 | -0.5 | 0 | 5 | 103 | 5 | -2 | -1 | -5 | 0.8 | -1
C/C(=N\NC(=O)C1CCCC1)c1ccc(Cl)cc1 | -3.6 | -2 | -1 | x | -3 | -5 | -1 | -1 | 0.2 | -2
Cc1ccccc1OCC(O)CN1CCN(CC(O)COc2ccccc2C)CC1 (configuration not stated) | -1.0 | -11 | 4 | 106 | 1 | -2 | 0 | -7 | 1.2 | x
COCCn1c(SCC(=O)NC2CCCCC2)nnc1-c1ccco1 | -1.6 | 23 | -4 | 93 | -8 | 11 | -2 | 2 | 0.7 | -2
CS(=O)(=O)NC1c2cccc3cccc(c23)C1Sc1nncn1/N=C/c1ccco1 (configuration not stated) | x | 12 | 2 | 93 | 4 | 3 | 1 | -4 | 0.9 | -4

Laid out differently: 4 of the compounds above
Values run as follows: CAL PDZ FP-1, Arrestin-AP2 inh, V-ATPase pHluor, Pemphigus Ab inh, NSD2 inh, RTF Ca sens inh, DAGLB inhibitor, Keap1 Nrf2 FP, LANA DNA inh, CAL PDZ FP-2
- C=CCN1C(=O)c2ccc(C(=O)N3CCN(S(=O)(=O)c4cc(C)ccc4C)CC3)cc2C1=O
    -1.8, 7, 2, 102, 0, 9, 1, -3, 4.1, 2
- O=C(N1CCOCC1)C12CC3CC(C1)CC(C(=O)N1CCOCC1)(C3)C2
    0.2, -2, 8, x, -3, -20, -1, -1, -1.5, -2
- Cc1cccc(C)c1OCCN1CCCC1
    -0.5, 0, 5, 103, 5, -2, -1, -5, 0.8, -1
- C/C(=N\NC(=O)C1CCCC1)c1ccc(Cl)cc1
    -3.6, -2, -1, x, -3, -5, -1, -1, 0.2, -2

New compounds follow.
SMILES | CAL PDZ FP-1 | Arrestin-AP2 inh | V-ATPase pHluor | Pemphigus Ab inh | NSD2 inh | RTF Ca sens inh | DAGLB inhibitor | Keap1 Nrf2 FP | LANA DNA inh | CAL PDZ FP-2
O=C(CN1C(=O)NC2(CCc3ccccc32)C1=O)NCCc1ccccc1 (configuration not stated) | 0.6 | -4 | 0 | 104 | 1 | -5 | -1 | 2 | -1.1 | -5
O=C(c1cc(C2CC2)nn1-c1ccccc1)N1CCN(c2ccccn2)CC1 | -1.2 | 38 | 3 | 103 | 2 | -1 | -4 | 2 | -0.6 | -4
COc1ccc(/C=C2\SC(N)=NC2=O)cc1Br | -8.7 | -15 | 0 | 100 | 0 | -14 | 0 | -1 | 3.4 | -3
Cc1ccc(NC(=S)NC2CCCC2)c(C)c1 | -2.2 | 5 | -3 | 113 | 1 | -4 | 1 | -3 | 0.0 | x
Cc1ccc(S(=O)(=O)NCc2ccccc2C)cc1 | 0.2 | 41 | -2 | 111 | -3 | 1 | -2 | -1 | -1.3 | -5
CCOc1ccc(NCc2cccn2-c2nnc(N3CCC(C(=O)NCCCN4CC(C)CC(C)C4)CC3)s2)cc1 (configuration not stated) | -0.7 | -4 | -1 | 130 | 45 | -17 | 1 | -9 | 0.1 | -2

Screens from PubChem.

The list is partial. The share of hits here may be higher or lower than overall.
